# Assay outcomes as filed in PubChem.
# TRPV1 ag: HTS Assay for Compounds that Act as Agonists of the Vanilloid Receptor 1; Transient receptor potential cation channel subfamily V member 1 (Homo sapiens), Q8NER1; TRPV1-expressing cells, Fluo-8 calcium influx, agonist mode; activation, % at 8.33 µM; 320,000 compounds, 0.19% hits; AID 540275, 2011; in the data active = activation above about 80%; inconclusive = between about 30% and that limit; note: 0% is about no effect
#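 Fluo-8 calcium influx in TRPV1-expressing cells, kinetic read (ex 480/em 520 nm). Compound added and read 3 min for agonist activity, followed by capsaicin at EC20 final and 2 min further read for enhancement.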
# ELG1 repair inh: qHTS screen for small molecules that inhibit ELG1-dependent DNA repair in human embryonic kidney (HEK293T) cells expressing luciferase-tagged ELG1; HEK293T ELG1-luciferase reporter, luminescence, 16 h; DNA damage induced by 5-fluorouridine; Potency, µM (highest dose often 46.1 µM), without a hit: top-dose activity change, negative = inhibition, actives largely listed as inhibitors; 330,000 compounds, 2.3% hits; AID 504467, 2011; note: potency is the fitted concentration of half-maximal effect; % is set by controls: 0 for no effect and ±100 for the full control effect; nearly all actives have a fitted effect of over 55% in size
#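 In this reporter screen, reduction of luminescence relative to DMSO vehicle indicated activity. Compounds and 5-fluorouridine were added together to 2,000 cells per well, incubated for 16 hr at 37 °C, then developed with ONE-Glo.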
# B2AR arrestin: qHTS assay of beta-arrestin-biased ligands of beta2-adrenergic receptor. beta-arrestin recruitment to beta2AR, cell-based reporter. Potency, µM (doses to about 46.1 µM), without a hit: at the top dose activation, hits mostly activators. 330,000 compounds, 0.02% hits. Beta-2 adrenergic receptor (Homo sapiens), P07550;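 note: potency is the fitted concentration of half-maximal effect; 0% = DMSO controls and full agonism = EC100 isoproterenol or metaproterenol; nearly all actives have a fitted effect of over 65% in size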
# Target sequence (P07550 whole entry, looked up): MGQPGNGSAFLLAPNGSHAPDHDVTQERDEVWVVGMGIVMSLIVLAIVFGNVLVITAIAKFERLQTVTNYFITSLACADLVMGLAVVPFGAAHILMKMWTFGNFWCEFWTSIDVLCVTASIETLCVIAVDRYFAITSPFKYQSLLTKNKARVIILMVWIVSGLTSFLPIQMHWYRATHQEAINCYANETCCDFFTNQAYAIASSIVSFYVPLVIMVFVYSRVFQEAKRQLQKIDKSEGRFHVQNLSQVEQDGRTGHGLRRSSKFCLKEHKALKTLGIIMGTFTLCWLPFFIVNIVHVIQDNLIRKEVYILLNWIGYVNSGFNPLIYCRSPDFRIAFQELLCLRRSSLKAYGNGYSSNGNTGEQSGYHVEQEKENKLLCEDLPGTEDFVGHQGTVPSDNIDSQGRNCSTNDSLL
# TCR act: Activators of T cell receptors: qHTS campaign; primary human leukocytes, anti-CD3, IL-2 HTRF, 48 h; Potency, µM (top dose mostly 9.22 µM), without a hit: top-dose activation of IL-2 secretion, hits mostly activators; 330,000 tested, under 10 active; AID 504894, 2011; note: % of control where 0% means no effect
#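 Activity was scored as IL-2 release from primary human leukocytes given only a TCR signal (a-CD3 beads) plus compound for 48 hr. Detection used a two-antibody HTRF format read at 665nm.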
# PTAP TSG101 blk: qHTS Assay for Iinhibitors of HIV-1 Budding by Blocking the Interaction of PTAP/TSG101 | Tumor susceptibility gene 101 protein (Homo sapiens), Q99816 | AID 493005, 2010 | 340,000 tested, under 10 active | Fluorescence polarization, FITC-PTAP peptide / Tsg101 binding | Potency, µM (doses to about 115 µM), without a hit: top-dose activity change, negative = inhibition, most hits filed as inhibitors; active = well fitted inhibition curve with a large enough effect in the main read-out, with a control signal flat, not every such curve was filed as active; inconclusive = small, poorly fitted or top-dose-only effect, or effect the other way, or a change in a side signal; inactive = no such curve, though single readings can be large or run the other way; note: potency is the fitted concentration of half-maximal effect; % of control where 0% means no effect
# Target sequence (Q99816 whole entry, looked up): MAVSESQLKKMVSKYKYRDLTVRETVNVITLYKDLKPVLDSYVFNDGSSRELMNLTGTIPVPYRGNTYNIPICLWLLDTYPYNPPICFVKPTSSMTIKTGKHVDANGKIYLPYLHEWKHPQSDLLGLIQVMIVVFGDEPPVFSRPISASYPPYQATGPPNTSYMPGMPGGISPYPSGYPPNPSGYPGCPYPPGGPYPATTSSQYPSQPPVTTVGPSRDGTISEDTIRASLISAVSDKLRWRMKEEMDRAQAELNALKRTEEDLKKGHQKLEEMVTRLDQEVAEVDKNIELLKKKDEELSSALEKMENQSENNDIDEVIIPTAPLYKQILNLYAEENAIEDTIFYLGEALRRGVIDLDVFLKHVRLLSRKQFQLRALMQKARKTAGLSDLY
#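 Steps: Tsg101 binding domain dispensed (10 uM final), compounds pinned in DMSO, FITC-labeled PTAP-motif peptide added (50 nM final); after 20 min binding at room temperature, polarization measured.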
# BRCA1 expr up: qHTS Assay to Identify Small Molecule Activators of BRCA1 Expression; 380,000 compounds, 1.1% hits; MCF7-BRCA1-FFLuc reporter, luminescence, 48 h; response scale: scaled: vehicle 0%, 10 µM genistein 100%; Potency, µM (highest dose often 46.1 µM), for inactives: at the top dose activation, hits mostly activators; note: potency is the fitted concentration of half-maximal effect; nearly all actives have a fitted effect of over 80% in size; some results filed as inactive show a strong effect at the top dose
#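 Compounds are tested at multiple concentrations on MCF7 BRCA1-luciferase reporter cells seeded at 2000 per well; after 48 h, a single luminescence end-point is taken and curves fitted to the normalized data.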
# A-T KAP1 phos: qHTS Assay for Identifying a Potential Treatment of Ataxia-Telangiectasia | […] A-T fibroblasts, KAP-1 phosphorylation AlphaLISA; neocarzinostatin DNA damage 30 min before lysis | Potency, µM (doses to about 57.5 µM), inactives show top-dose activation, hits mostly activators | 320,000 compounds, 0.19% hits; note: potency is the fitted concentration of half-maximal effect; % of control where 0% means no effect; nearly all actives have a fitted effect of over 45% in size
#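 hTERT-immortalized A-T patient fibroblasts ([…]), 500 cells/well in OPTI-MEM, 1% FBS, got compounds for 60 min, then NCS for 30 min at 37C. Lysates were then assayed for phospho-KAP-1 by AlphaLISA (anti-pKAP1 donor, anti-KAP1 acceptor beads), 6 hr at 25C.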
# p53 reactivator: qHTS assay for re-activators of p53 using a Luc reporter. H1299 p53-A138V BP100-luciferase reporter, luminescence, 24 h. AID 504706, 2011. Potency, µM (series often up to 92.2 µM), without a hit: at the top dose activity change, positive = activation, actives largely listed as activators. 320,000 compounds, 0.063% hits; note: potency is the fitted concentration of half-maximal effect; % of control where 0% means no effect; nearly all actives have a fitted effect of over 45% in size
#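 p53-null H1299 cells stably carrying temperature-sensitive p53-A138V and a BP100-luciferase reporter were pinned with compounds (4-point, 1:5 series) and held 24 hrs at 37 deg C. Luminescence was read 10 min after detection reagent.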
# CXXC DNA block: qHTS Fluorescence Polarization Assay for Inhibitors of MLL CXXC domain - DNA interaction. Histone-lysine N-methyltransferase 2A (Homo sapiens), Q03164. MLL-CXXC / FITC-HOXA9 DNA fluorescence polarization. Potency, µM (doses to about 115 µM), without a hit: top-dose activity change, negative = inhibition, hits mostly inhibitors. 290,000 compounds, 0.037% hits. AID 2662, 2010; active = well fitted inhibition curve with a large enough effect in the polarisation, with a control signal flat, not every such curve was filed as active; inconclusive = small, poorly fitted or top-dose-only effect, or effect the other way, or a change in a side signal; inactive = no such curve, though single readings can be large or run the other way; the % refers to the polarisation; note: potency is the fitted concentration of half-maximal effect
#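 Steps: dispense CXXC domain solution (7 uM) → pin compounds or unlabeled HOX-A9 DNA control → 5 min ambient → add FLSN-HOX-A9 solution (50 nM) → spin → 30 min ambient → fluorescence polarization. Tris pH 7.5/NaCl/DTT/BSA buffer.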
# Integrin act MD: qHTS for Activators of Integrin-Mediated Alleviation for Muscular Dystrophy; 350,000 compounds, 0.064% hits; alpha7betagal myoblasts, beta-gal FDG fluorescence, 48 h; Potency, µM (titrated, usually from 38.3 µM), for the others: at the top dose activation, actives largely listed as activators;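 note: potency is the fitted concentration of half-maximal effect; 100% = response of the positive control SU9516; nearly all actives have a fitted effect of over 60% in size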
#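 Alpha7betagal+/- myoblasts (passage 13) were plated 16-24 hr, then exposed to compounds (1:260 dilution of DMSO stock) for 48 hours at 37C. After MPER lysis, β-galactosidase reporter activity was read as FDG fluorescence (ex 480/em 540) after 30 minutes.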
# An asterisk follows results filed as active; ? = inconclusive; · = not tested or not shown; & = joins results of further samples; [ ] = remark or other dose. Unless noted, calls come from the whole dose curve; as a rule, active = well fitted curve in the direction sought with a large enough effect; inconclusive = small, poorly fitted or top-dose-only effect, or another doubt; inactive = no such curve, though single readings can be large; an effect the other way counts as inactive or inconclusive. An unsorted share of the library. About 3.8% of those tested had a hit in this group.
SMILES,TRPV1 ag,ELG1 repair inh,B2AR arrestin,TCR act,PTAP TSG101 blk,BRCA1 expr up,A-T KAP1 phos,p53 reactivator,CXXC DNA block,Integrin act MD
CCCCCCC(=O)NNC(=O)c1c(O)c2ccccc2n(CC)c1=O,8,-10%,-0.1%,0%,-5%,4%,4%,-2%,11%,9%
C#CC1(NC(=O)NC(C)C)CCCCC1,-1,5%,0.1%,-4%,-5%,-21%,-2%,-1%,10%,-4%
COc1cc(C#N)c(NS(=O)(=O)c2ccc3[nH]c(=O)sc3c2)cc1OC,-1,6%,0.2%,7%,3%,9%,0%,3%,15%,?
CCCCn1nc2cc(C(=O)NCc3ccc(OC)cc3)ccc2c1OCC,26,-6%,0.3%,11%,-1%,0%,0%,-5%,-3%,9%
COC(=O)CCC/C=C1/SCC(NC(=O)c2ccccc2)/C1=N/O (stereo unspecified),4,10%,0.2%,1%,-2%,-1%,5%[11.5 µM],0%,0%,-9%
O=C(N1CCOCC1)N(Cc1ccco1)CC1CCCO1 (stereo unspecified),3,4%,0.0%,7%,-1%,5%,-4%,-4%,-4%,2%
COc1cc(C(=O)OCC(=O)N(CC(C)C)C2CCS(=O)(=O)C2)cc(OC)c1C (stereo unspecified),-1,0%,-1.1%,0%,-2%,-6%,?,2%,·,-5%
COc1ccc(NS(=O)(=O)c2ccc(-c3coc(C)n3)cc2)cc1,2,?,-0.1%,-4%,-5%,0%,-1%,12%,-5%,27%
Cc1ccc(NC(=O)CC2NCCN(Cc3ccccc3)C2=O)cc1 (stereo unspecified),1,-5%,-0.3%,-1%,0%,-7%,3%,1%,-3%,-17%
CC(=O)Nc1cccc(C(=O)NCC2(N3CCCCC3)CCCCC2)c1,-1,?,0.2%,1%,-1%,-19%,1%,2%,9%,-50%[inhibitor]
Cc1ccc2[nH]c(=O)c(CN(Cc3cccs3)C(=S)NCc3ccco3)cc2c1,5,?,8.0%,-5%[46.1 µM],0%,-26%,4%,-6%,17%,-12%
Cc1nnc(NC(=O)C(C)Sc2nnc(-c3ccco3)n2C)s1 (stereo unspecified),-3,22%,0.4%,5%,0%,-1%,7%,8%,6%,-14%
CC(=O)Oc1cc2c(C(=O)NCc3ccncc3)c(C)oc2c2ccccc12,?,-13%,-0.9%,1%,-6%,-1%,0%,1%,1%,-6%
Oc1ccc(Cl)cc1C1=Nc2ccccc2N=C(c2ccco2)C1,2,9%,0.1%,7%[46.1 µM],1%,-35%,1%,22%,-6%,-13%
Cc1ccc(Nc2nnc(-c3ccc4c(c3)OCO4)o2)c(C)c1,?,?,4.3%,-1%,-5%,10µM*,-4%,?,2%,8%
Cc1ccccc1S(=O)(=O)NC(=NCc1ccc(F)cc1)c1ccccc1,·,0%,-1.2%,2%[46.1 µM],-2%,-29%,12%,-7%,·,0%
CCN1C(=S)SC(=O)C1=C1C=C(C)OC(C)=C1,·,?,-0.1%,0%,-11%,?,11%,?,?,19%
CC(=O)N1CCC(Nc2ccc(C)cc2)CC1,4,-4%,-0.2%,1%,-1%,-2%,-1%,9%,-10%,12%
CN(Cc1cccc(Cl)c1)C(=O)C1CSC2(C)CCC(=O)N12 (stereo unspecified),1,3%,-0.9%,-3%,0%,6%,-11%,-5%,7%,-22%
Cc1cc(C)n(-c2ccc(NC(=O)C3CCCCN3Cc3cccc4c3OCO4)cc2)n1 (stereo unspecified),5,?,-0.1%,-4%,0%,-61%,-12%,·,4%,-16%
CCNc1nc(NCC)n2c(SCc3ccc(F)cc3)nnc2n1,-1,11%,-0.2%,0%,0%,-3%,2%,4%,-5%,?
Cc1c(C(=O)O/N=C(\N)c2ccccn2)cccc1[N+](=O)[O-],10,?,-0.2%,-2%,-1%,0%,1%,-10%,-5%,-6%
CC1CCCC(NC(=O)COC(=O)[C@@H](NC(=O)c2ccco2)C(C)C)C1C (stereo partly specified),11,8%,0.6%,·,-3%,0%,3%,-2%,9%,-17%
CCCCCC(=O)Nc1ccc(-c2cn3cccnc3n2)cc1,-1,?,-0.1%,·,1%,27%,9%,2%,-1%,5%
COc1ccc(OC)c(NC(=O)CSc2nc3[nH]c(=O)cc(O)c3s2)c1,2,2%,-0.6%,55%,1%,-8%,8%,3%,·,-10%

# More structures
SMILES,TRPV1 ag,ELG1 repair inh,B2AR arrestin,TCR act,PTAP TSG101 blk,BRCA1 expr up,A-T KAP1 phos,p53 reactivator,CXXC DNA block,Integrin act MD
CC1(c2ccc(OC(F)F)cc2)NC(=O)N(CC(=O)Nc2cccc(S(N)(=O)=O)c2)C1=O (stereo unspecified),-2,-4%,-0.4%,-3%,-8%,-6%,14%,2%,-2%,0%
COc1ccc(CCN(Cc2cc3ccc(C)cc3[nH]c2=O)C(C)=O)cc1OC,1,3%,0.0%,4%,-4%,-13%,8%,-5%,0%,23%
Cc1cc(C)n(-c2nc3c(c(=O)[nH]c(=O)n3C)n2Cc2ccc(F)cc2)n1,3,15%,-0.1%,0%,-5%,12%,1%,-7%,-3%,17%
O=[N+]([O-])c1ccccc1-c1cc(-c2cc(Cl)ccc2O)n[nH]1,2,?,2.6%,-1%,-2%,-36%,0%,22%,-11%,-3%
Fc1cccc(CNc2ncnc3cc(Cl)ccc23)c1F,21,?,0.6%,4%,-2%,-37%,-2%,-10%,0%,-4%
CC1(C(=O)CSc2ncn[nH]2)CCC(=O)O1 (stereo unspecified),2,-1%,-0.2%,·,·,·,9%,2%,-4%,·
CC12CCC(C(=O)Nc3cccc(NC(=O)C45CCC(C)(C(=O)O4)C5(C)C)n3)(OC1=O)C2(C)C,3,-12%,-0.2%,-14%,-7%,-4%,7%,-1%,-2%,14%
COc1ccc(C)c2sc(N(CCN(C)C)C(=O)c3ccc4ccccc4c3)nc12,-2,-8%,0.2%,-1%,0%,-8%,-1%,-2%,11%,-26%
COc1ccc(S(=O)(=O)NCCc2nnc3ccc(SCC(=O)Nc4nc(C)cs4)nn23)cc1,-2,1%,-1.2%,-2%[46.1 µM],0%,54%,7%,-3%,2%,-21%
Cc1ccc(NC(=O)CCNS(=O)(=O)c2cccc3nsnc23)cc1,-1,-12%,-0.9%,-4%,-2%,0%&-12%,5%,-10%,-1%,4%
CC1(C)C(=O)Nc2ccccc2N1C(=O)COC(=O)/C=C/c1ccc(OC(F)F)cc1,-6,-2%,0.3%,-4%,1%,-17%,3%,0%,·,12%
O=C(CNC(=O)c1ccc(Br)o1)NCc1ccc(Cl)cc1Cl,-1,12%,0.0%,-5%,-2%,-8%,11%,2%,-23%,6%
CCOC(=O)c1c(C)[nH]c(C(=O)COC(=O)c2ccc(O)cc2)c1C,1,14%,0.1%,2%,-3%,27%,6%,0%,0%,-11%
C[C@H](NC(=O)c1[nH]cnc1C(=O)Nc1cccc(Cl)c1)c1ccccc1,?,-3%,0.2%,-3%,-7%,-9%,4%,-1%,·,0%
Nc1nonc1-n1nnc(C(=O)c2ccccc2)c1-c1ccccc1,0,-19%,0.0%,0%,-8%,-14%,-1%,28%,1%,35%
Cc1c(C(=O)N(Cc2ccccc2)C(C)C)oc2ccc(S(=O)(=O)N3CCOCC3)cc12,?,?,0.1%,-6%,-9%,-18%,5%,-3%,-1%,-24%
CCOC(=O)C1=C(C)N(C)C(=S)N(C)C1c1ccc(OC)cc1 (stereo unspecified),5,22%,-0.1%,1%,2%,12%,8%,-2%,3%,7%
CC(NC(=O)CC1SC(N)=NC1=O)c1ccccc1 (stereo unspecified),-3,8%,0.1%,-4%,-2%,-1%,-3%,13%,-12%,-15%
O=C(C1CCCO1)N1CCN(C(=S)Nc2ccc(Cl)cc2Cl)CC1 (stereo unspecified),1,-2%,-0.2%,4%[46.1 µM],-3%,-13%,0%,12%,?,-6%

# Three of the entries above in order of the Integrin act MD value, smallest number first.
molecule | Integrin act MD
CC(NC(=O)CC1SC(N)=NC1=O)c1ccccc1 (stereo unspecified) | -15%
O=[N+]([O-])c1ccccc1-c1cc(-c2cc(Cl)ccc2O)n[nH]1 | -3%
CCOC(=O)C1=C(C)N(C)C(=S)N(C)C1c1ccc(OC)cc1 (stereo unspecified) | 7%
